High-throughput results (PubChem)
SRC1 inh: human NCOA1 inhibition; Q15788; HEK293 GAL4-SRC1 luciferase reporter, luminescence; inhibition, % at 3.6 µM; 360,000 compounds, 0.12% hits;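 active means inhibition above the campaign mean plus 3 SD, with each screening campaign given its own cutoff, cut at about 60% in these data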;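 further: 0% = DMSO treated cells and 100% = gossypol at 36 µM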
TROY NFkB inh: TROY signaling inhibition; Q293 LMP1-TROYcd NF-kB luciferase reporter, 4 h; inhibition, % at 10 µM; 360,000 compounds, 0.98% hits; AID 1347056;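 active means compounds whose plate-normalised and pattern-corrected inhibition of the luciferase reporter signal at the single screening dose is 50% or more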
EBV LMP1 NFkB: inhibitors of Epstein-Barr LMP1-induced NF-kappaB reporter; LMP1-induced NF-kappaB luciferase reporter cells, luminescence; 350,000 compounds, 0.69% hits; inhibition, % at 12.5 µM; in the data active means inhibition above about 41%;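 further: 0% = neutral control wells and 100% = reference inhibitor control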
TWEAK-Fn14 inh: blocks TWEAK-Fn14 interaction in a reporter cell assay. TWEAK-stimulated Fn14 reporter cells, luciferase luminescence, 8 h. inhibition, % at 10 µM. AID 1159606. 360,000 compounds, 2% hits; in the data active means inhibition above about 50%
TLR9-MyD88 inh: blocks human TLR9 binding to MyD88 | inhibition, % at 4.98 µM | 340,000 compounds, 0.21% hits | AID 504734 | Q9NR96+Q99836 | CHO BLA complementation TLR9-MyD88, CCF4 FRET ratio;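 active means inhibition above the mean over all tested compounds plus 3 SD, cut at about 21% in these data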;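 further: 0% = DMSO only wells and 100% = clavulanate BLA inhibitor control wells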
SRC2 inh: human SRC2 (NCOA2) inhibition; 370,000 compounds, 0.17% hits; AID 651957; inhibition, % at 9 µM; Q15596; HEK293 GAL4-SRC2 luciferase reporter, luminescence;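 active means inhibition above the mean inhibition of all tested compounds plus 3 SD, set per campaign, cut at about 52% in these data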;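 further: 0% = DMSO treated cells and 100% = cells given Gossypol at 36 µM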
Target sequence (Q15596 whole entry, looked up, the tested form may be a part): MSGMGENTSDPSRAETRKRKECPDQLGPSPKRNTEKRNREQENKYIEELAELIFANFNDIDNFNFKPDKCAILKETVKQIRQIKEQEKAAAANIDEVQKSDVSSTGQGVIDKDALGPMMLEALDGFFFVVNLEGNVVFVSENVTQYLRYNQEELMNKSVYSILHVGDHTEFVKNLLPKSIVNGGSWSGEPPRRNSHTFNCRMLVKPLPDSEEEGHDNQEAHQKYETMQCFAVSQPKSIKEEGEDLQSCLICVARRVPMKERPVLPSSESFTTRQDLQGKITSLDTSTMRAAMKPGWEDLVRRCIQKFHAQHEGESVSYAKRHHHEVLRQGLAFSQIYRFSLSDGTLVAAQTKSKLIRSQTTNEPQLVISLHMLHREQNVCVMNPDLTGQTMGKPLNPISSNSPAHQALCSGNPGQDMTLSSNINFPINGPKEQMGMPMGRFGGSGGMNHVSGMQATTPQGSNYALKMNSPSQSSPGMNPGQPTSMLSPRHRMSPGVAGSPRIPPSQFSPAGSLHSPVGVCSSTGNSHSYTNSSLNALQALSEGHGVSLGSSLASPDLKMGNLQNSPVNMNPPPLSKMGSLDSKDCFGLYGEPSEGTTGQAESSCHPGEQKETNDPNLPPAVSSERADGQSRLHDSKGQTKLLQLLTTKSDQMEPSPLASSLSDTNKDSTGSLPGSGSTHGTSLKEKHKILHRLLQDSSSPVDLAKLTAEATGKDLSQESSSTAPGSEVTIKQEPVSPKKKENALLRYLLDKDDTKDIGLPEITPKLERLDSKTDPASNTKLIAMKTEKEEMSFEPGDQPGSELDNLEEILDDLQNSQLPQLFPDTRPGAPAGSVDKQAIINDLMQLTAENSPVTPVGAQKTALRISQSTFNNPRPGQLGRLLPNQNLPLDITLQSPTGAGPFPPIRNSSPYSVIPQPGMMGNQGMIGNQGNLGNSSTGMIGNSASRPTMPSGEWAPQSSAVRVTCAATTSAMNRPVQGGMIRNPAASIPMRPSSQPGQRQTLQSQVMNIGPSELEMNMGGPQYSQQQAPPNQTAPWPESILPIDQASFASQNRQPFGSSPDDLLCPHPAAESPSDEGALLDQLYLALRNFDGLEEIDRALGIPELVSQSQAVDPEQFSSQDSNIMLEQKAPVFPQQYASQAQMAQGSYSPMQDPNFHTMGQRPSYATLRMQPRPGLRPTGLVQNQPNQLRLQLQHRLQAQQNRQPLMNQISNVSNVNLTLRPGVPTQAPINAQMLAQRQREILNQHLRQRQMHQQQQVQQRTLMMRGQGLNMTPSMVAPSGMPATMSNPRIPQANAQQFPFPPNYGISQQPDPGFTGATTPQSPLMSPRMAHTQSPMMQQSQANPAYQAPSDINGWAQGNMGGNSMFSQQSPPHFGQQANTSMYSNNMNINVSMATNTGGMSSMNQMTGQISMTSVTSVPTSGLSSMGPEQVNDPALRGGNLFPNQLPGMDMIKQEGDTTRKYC
NOD2-RIPK2 inh: blocks binding of human NOD2 to RIPK2. O43353. CHO BLA complementation NOD2-RIPK2, CCF4 ratio. inhibition, % at 4.98 µM. 360,000 compounds, 0.38% hits. AID 624267; in the data active means inhibition above about 21%;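 further: 0% = vehicle only and 100% = reference blocker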
NR2F2 inh: NR2F2 (human) inhibition, primary screen | P24468 | HEK293T NGFI-A luciferase reporter, luminescence | inhibition, % at 8.6 µM | 370,000 compounds, 0.7% hits | AID 686940;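 active means inhibition above a per-plate cutoff, mean inhibition of test wells between control levels plus 3 SD, cut at about 38% in these data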;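 further: cells cotransfected with COUP-TFII expression vector driving the NGFI-A reporter; 0% = median of COUP-TF2 test wells and 100% = reporter-only cells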
LRH-1 inv ag: inverse agonists of human LRH-1 (NR5A2); HEK293T StAR-luciferase reporter, LRH-1 transfected, 24 h; inhibition, % at 3.6 µM; 360,000 compounds, 0.13% hits; AID 602396;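 active means inhibition above the mean inhibition of all tested compounds plus 3 SD, cut at about 73% in these data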;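 further: 0% = DMSO wells and 100% = reporter-only cells lacking LRH-1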
SRC3 inh: inhibits human SRC3 coactivator; inhibition, % at 3.6 µM; Q9Y6Q9; HEK293 GAL4-SRC3 luciferase reporter, luminescence; 360,000 compounds, 0.17% hits; AID 588352;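 active means inhibition above a per-campaign cutoff, the mean of all compounds plus 3 SD, cut at about 60% in these data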;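 further: 0% = DMSO-treated cells and 100% = gossypol-treated cells at 36 µM; higher means less SRC3-driven luciferase light from the GAL4 reporter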
TRAIL sens C8: sensitizes caspase-8 expressing cells to TRAIL; NB7+C8 cells + TRAIL, ATPlite viability luminescence; inhibition (viability loss, TRAIL sensitization), % at 10 µM; 360,000 compounds, 1% hits;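 active means compounds causing at least 50% loss of cell viability in the single-dose screen, relative to plate controls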
An asterisk follows results filed as active; nt = no result given. Not all compounds are listed; count on the stated rates, not on these rows.

SMILES	SRC1 inh	TROY NFkB inh	EBV LMP1 NFkB	TWEAK-Fn14 inh	TLR9-MyD88 inh	SRC2 inh	NOD2-RIPK2 inh	NR2F2 inh	LRH-1 inv ag	SRC3 inh	TRAIL sens C8
CCOC(=O)C1CCCN(c2nc3ccccc3nc2C(C#N)C(=O)NCc2ccccc2)C1 (stereo not drawn)	-7	-1	2	23	-1	1	-2	-13	13	20	2
CSCc1cc(N(C)C)nc(SCc2ccc(Cl)cc2Cl)n1	-13	-24	-6	12	10	-5	6	0	-3	13	-5
O=[N+]([O-])c1ccccc1S(=O)(=O)N1CCc2ccccc2C1	0	-47	-1	2	0	11	-1	-6	-8	4	-2
O=C(Oc1cccc2cccnc12)c1cccc([N+](=O)[O-])c1	-16	-5	-2	11	11	-13	-2	6	18	7	-7
COC(=O)c1ccc(Oc2nc(C(N)=O)cc(-c3ccccc3)n2)cc1	-13	18	14	19	-14	-25	7	-1	-6	-37	4
COc1cc(OC)cc(C(=O)NCC(=O)OC(C)C(=O)NC(C)C2CC3CCC2C3)c1 (stereo not drawn)	-10	3	-2	-9	-4	6	4	6	-12	2	-12
CCOc1cc(/C=N/NC(=O)c2cccnc2)ccc1OCc1ccc(C(=O)OC)o1	-64	3	-8	6	-1	-17	-7	-10	6	1	-7
CCOC(=O)C1=CN(Cc2cccc(F)c2)S(=O)(=O)N(C)C1c1ccccc1 (stereo not drawn)	-21	4	3	16	-4	4	7	-8	-10	-5	6
COc1ccc(CNC(=O)c2onc(C)c2Cl)cc1	-13	-10	-3	-9	-2	6	-10	6	15	-5	-2
CSC1=NC(C)(C)C=C(/C=C/c2ccc(Cl)cc2Cl)N1	4	11	-12	8	-4	12	3	0	5	20	6
C[C@H](CO)N1C[C@H](C)[C@@H](CN(C)C(=O)c2ccc3ccn(C)c3c2)OCc2cnnn2CCCC1=O	13	-11	-3	-5	-2	-21	-7	10	28	18	-11
CCCn1nnnc1NC(=O)COc1ccc(CC)cc1	8	6	2	-14	8	-16	-9	14	12	11	-13
COc1ccccc1/C=C/C=N/NC(=O)c1ccncc1	7	4	-2	-12	3	18	0	26	-19	-5	-6
Cc1ncoc1C(=O)NCCC(c1ccccc1)c1ccccc1	10	-11	10	10	5	21	6	-8	1	10	-19
Cc1cccc(-c2noc(CCC(=O)NCC3CCCO3)n2)c1 (stereo not drawn)	1	-15	-3	-6	-1	-8	-7	15	20	-6	-3
CCOC(=O)c1nnc(-c2ccc(C)cc2)nc1Sc1ccc(Cl)cc1	6	-4	-6	6	1	-16	5	7	15	12	0
Cc1noc(C)c1Cc1c(Cl)cccc1Cl	8	4	-5	-17	-5	-25	-11	-14	6	-14	-4
O=C(c1ccc(CNS(=O)(=O)c2ccc(Br)cc2)cc1)N1CCCCC1	-51	-6	0	-1	-7	-11	-17	-5	-17	-4	14
COc1cccc(C(=O)OCC(=O)Nc2ccccc2N2CCOCC2)c1	-8	6	-14	9	3	21	2	2	5	16	-8
Cc1cc(N2CCN(C)CC2)nc2ccc(NC(=O)CCC(=O)N3CCN(c4ccc([N+](=O)[O-])cc4)CC3)cc12	4	-1	9	-7	-5	24	-10	12	8	7	-6
CCC(NS(=O)(=O)c1ccc(C)cc1)C(=O)N1CCC2(O)CCCCC2C1 (stereo not drawn)	4	-52	-8	-7	-5	-41	-3	17	-18	5	3
CCCCOc1ccc(C(=O)NCC(=O)N(C)CC(=O)Nc2ccc(N3CCOCC3)cc2)cc1	-16	-18	5	5	-9	-4	9	1	-20	8	-2
CCOC(=O)Cn1c(=O)c(F)cn(Cc2ccc(OC)c([N+](=O)[O-])c2)c1=O	7	-7	-12	-15	-3	14	-15	16	16	-11	1
CCOCCCNC(=O)c1ccc(-n2c(=S)[nH]c3ccccc3c2=O)cc1	7	9	10	8	-1	10	-8	0	9	13	-9
CC1(C)CC(=O)C=C(NNC(=O)c2ccccc2)C1	-25	-19	0	8	5	1	-4	0	-12	6	-12
NC(=O)/C(=C\c1ccccc1)NC(=O)/C=C/c1ccccc1	13	-3	-7	4	-12	-2	-4	-14	-4	25	-8
Cc1cc(C)c(C)c(S(=O)(=O)NCC(=O)Nc2sc3c(c2C(N)=O)CCCC3)c1C	-4	12	-11	-9	-1	-29	3	12	12	10	21
CC(=O)Nc1ccc(OCC(O)Cn2c(C)nc3ccccc32)cc1 (stereo not drawn)	-9	-14	2	6	-6	5	0	-11	-8	13	-12
CCCC1OC(c2cc3c(cc2Cl)OCO3)OCC1CC (stereo not drawn)	6	7	8	-2	-8	-6	-3	5	9	11	9
CCSCCNC(=O)c1cc(-n2cnnc2)ccc1Cl	10	-3	2	0	1	-4	1	0	8	10	-12
COC(=O)c1ccc(OCC(=O)c2cccc(OC)c2)cc1	-47	-70	-14	-22	5	-52	-1	-10	-72	-8	-33
Cn1c(=O)oc2cc(S(=O)(=O)N3CCCC(C(=O)NCC4COc5ccccc5O4)C3)ccc21 (stereo not drawn)	0	4	2	0	-7	4	-8	20	23	2	5
CCCn1c(Cc2ccccc2)n[nH]c1=S	-8	-18	-4	26	-9	-7	-6	1	-7	13	-4
S=c1[nH]nc(CSCCOc2ccc(Cl)cc2Cl)o1	-7	-20	0	-14	-1	14	-11	1	-5	10	5
Cc1ccc(S(=O)(=O)NCCSc2nnnn2-c2ccccc2)cc1	9	-1	-7	-13	-11	-2	-14	0	-9	18	-11
Cc1cccc(N(C(=O)c2snc(C(N)=O)c2N)C(C(=O)NCC2CCCO2)c2cccs2)c1 (stereo not drawn)	2	-21	-3	-9	10	7	4	-1	-2	9	-6
COc1cc(C(=O)Oc2ccccc2N)cc(OC)c1OC	8	3	28	-22	-8	12	-10	5	8	12	-7
c1ccc(CN2OCC3Cn4c(nc5ccccc54)C32)cc1 (stereo not drawn)	-33	8	-3	32	8	-45	1	-12	8	11	1
O=c1[nH]nc(Sc2ncnc3sccc23)n1CCc1ccccc1	14	22	20	57*	-4	49	5	6	1	16	19
COc1ccc(CNC(=O)C(=O)NCC2CCCO2)cc1 (stereo not drawn)	-15	-11	-5	9	-5	-1	2	6	7	2	2
COc1cc(C2NC(=O)CCC2[N+](=O)[O-])cc(Br)c1OC (stereo not drawn)	-13	1	-2	13	12	-32	14	-5	5	-7	4
CC(On1c(-c2ccccc2)nc2ccc(Cl)cc21)C(=O)O (stereo not drawn)	-43	-61	-3	-23	2	-59	3	-21	-99	-34	22
O=C(NCc1cccc2ccsc12)c1cccs1	-9	-65	0	-17	6	-15	-2	-15	-62	-32	-10
O=C(Nc1ccccc1-c1ccccc1)C1CCCC1	10	-10	-15	3	1	14	-2	-9	-6	8	-9
CCN1C[C@@H]2[C@@H]3C(=O)N(Cc4ccccc4)C(=O)[C@@H]3[C@](CC)(C1=O)N2C(=O)c1ccc(C(C)(C)C)cc1	-1	-5	-2	6	2	11	7	-5	23	0	24
Cc1c(NS(=O)(=O)c2ccc(C(=O)NCc3ccccc3)cc2)c(=O)n(-c2ccccc2)n1C	-23	-16	-7	22	1	-3	-18	-15	14	10	3
CCOC(=O)C1=C(C)N=c2s/c(=C/c3ccc(OCC(=O)O)cc3)c(=O)n2C1c1ccc(OC)cc1OC (stereo not drawn)	-64	-7	5	14	4	-24	-3	2	-17	-3	-10
Cc1c(O)c(=O)n(-c2ccccc2)n1C	-13	-9	4	-11	-6	13	-30	-24	-10	-5	-15
CCOC(=O)c1c(NC(=O)CSc2nnc(CNC(=O)c3ccco3)n2C)sc2c1CCC2	-1	7	11	2	-3	-21	3	4	0	5	-4
CN(C)CCCNc1nc2cc(-c3cncnc3)sc2c(=O)n1C	13	13	nt	-7	nt	-32	3	-14	-8	-13	-6
CCOc1ccc(Nc2cc(C)c3ccccc3n2)cc1	-56	-79	nt	-64	1	-46	-18	0	-76	-40	11
C=CCNCC(O)COc1ccc(C(C)=O)cc1OC (stereo not drawn)	12	6	-9	-15	-3	2	-2	-3	0	8	7
CCNC(=O)C1CCCN(C(=O)c2cc(C)oc2C)CC1 (stereo not drawn)	15	-6	nt	-3	nt	-23	-5	13	6	-18	3
Nc1[nH]nc2nc(-c3ccccc3)[nH]c(=O)c12	-313	44	0	19	3	19	2	3	-5	60	5
Cc1ccc(OCCCC(=O)Nc2ccc(Br)cc2)cc1	3	-17	2	0	3	5	0	18	13	10	11
CCOC(=O)c1c(C)n(-c2ccc(C)cc2)c2ccc(OCC(O)CNCCCO)cc12 (stereo not drawn)	-23	-22	1	-15	-3	-14	7	7	12	-9	0
Cc1ccc(CSc2nnc(NC(=O)C3COc4ccccc4O3)s2)cc1 (stereo not drawn)	11	26	-14	5	-8	6	-7	1	4	10	4
CC(c1ccccc1)N1C(=O)NC(NC(=O)C(C)(C)C)(C(F)(F)F)C1=O (stereo not drawn)	-15	11	0	-2	-80	15	11	2	4	22	-6
CC1=C([N+](=O)[O-])C(c2ccc(Cl)cc2)NC(=O)N1 (stereo not drawn)	-8	14	-10	1	3	-32	-8	-8	9	-1	-26
Cn1cc(CCNC(=O)CCc2nnc(CCCCc3ccccc3)o2)cn1	3	4	3	0	-7	-4	-8	3	-7	1	-13

(next part)
SMILES	SRC1 inh	TROY NFkB inh	EBV LMP1 NFkB	TWEAK-Fn14 inh	TLR9-MyD88 inh	SRC2 inh	NOD2-RIPK2 inh	NR2F2 inh	LRH-1 inv ag	SRC3 inh	TRAIL sens C8
COc1ccc(-c2ccc3c(N)c(C(=O)NC(C)C)sc3n2)cc1OC	-16	-18	nt	-19	nt	-12	-7	-12	-14	-8	9
C=CCNc1nnc(SCC(=O)N2CCCCC2)c2ccccc12	-6	9	-3	16	6	-28	-8	13	-1	10	-11
O=C(NCCc1cccc(F)c1)/C(=C/c1cccnc1)NC(=O)c1ccccc1	11	-2	-7	1	-5	-12	-3	8	-5	7	-10
C#CCOCCOCCOCCNc1nc(N2CCOCC2)nc(N2CCN(C(=O)CCCCCCCCCCNC(=O)[C@@H]([C@H](C)O)n3cc(C)nn3)CC2)n1	2	-6	-11	-26	-2	-19	-6	15	7	12	-13
O=C(Nc1ccc2nc(-c3cccnc3)[nH]c2c1)c1ccco1	-6	-24	-8	-12	-6	-9	-4	-17	-20	-8	21
CN1CCN(C(=O)CCN2C(=O)S/C(=C/c3ccc(Cl)cc3)C2=O)CC1	2	-20	0	-3	1	-10	-11	0	21	16	13
COc1ccccc1OCC(=O)NCCCn1ccnc1	-8	-2	3	-1	-9	-21	9	-13	-8	11	2
Cc1ccc2nc(N3CCC(C(=O)NC4CCCCC4)CC3)sc2c1	-1	11	18	12	-5	8	-3	1	-16	5	32
OC(COc1ccc(OCc2ccccc2)cc1)CN1CCOCC1 (stereo not drawn)	-17	-17	2	-25	-8	-14	-11	-14	-4	1	-8

Arranged by value in TLR9-MyD88 inh (smallest number first): some entries from above
smiles,SRC1 inh,EBV LMP1 NFkB,TWEAK-Fn14 inh,TLR9-MyD88 inh,SRC2 inh,NOD2-RIPK2 inh,NR2F2 inh,LRH-1 inv ag,SRC3 inh
OC(COc1ccc(OCc2ccccc2)cc1)CN1CCOCC1 (stereo not drawn),-17,2,-25,-8,-14,-11,-14,-4,1
Cc1ccc2nc(N3CCC(C(=O)NC4CCCCC4)CC3)sc2c1,-1,18,12,-5,8,-3,1,-16,5
CN1CCN(C(=O)CCN2C(=O)S/C(=C/c3ccc(Cl)cc3)C2=O)CC1,2,0,-3,1,-10,-11,0,21,16
